Apaf1 inhib: inhibitors of human Apaf-1 apoptosome, primary screen, biochemical, DEVD-Rh110 fluorescence, uHTS. reconstituted apoptosome caspase-3 activity. inhibition, % at 20 µM. actives 0.71% (n = 330,000). AID 489030, 2010; active means inhibition of at least 40% at 20 µM;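 further: plate controls were DMSO wells for no effect and DEVD-CHO caspase inhibitor wells for full effect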
Target sequence (O14727 whole entry, looked up): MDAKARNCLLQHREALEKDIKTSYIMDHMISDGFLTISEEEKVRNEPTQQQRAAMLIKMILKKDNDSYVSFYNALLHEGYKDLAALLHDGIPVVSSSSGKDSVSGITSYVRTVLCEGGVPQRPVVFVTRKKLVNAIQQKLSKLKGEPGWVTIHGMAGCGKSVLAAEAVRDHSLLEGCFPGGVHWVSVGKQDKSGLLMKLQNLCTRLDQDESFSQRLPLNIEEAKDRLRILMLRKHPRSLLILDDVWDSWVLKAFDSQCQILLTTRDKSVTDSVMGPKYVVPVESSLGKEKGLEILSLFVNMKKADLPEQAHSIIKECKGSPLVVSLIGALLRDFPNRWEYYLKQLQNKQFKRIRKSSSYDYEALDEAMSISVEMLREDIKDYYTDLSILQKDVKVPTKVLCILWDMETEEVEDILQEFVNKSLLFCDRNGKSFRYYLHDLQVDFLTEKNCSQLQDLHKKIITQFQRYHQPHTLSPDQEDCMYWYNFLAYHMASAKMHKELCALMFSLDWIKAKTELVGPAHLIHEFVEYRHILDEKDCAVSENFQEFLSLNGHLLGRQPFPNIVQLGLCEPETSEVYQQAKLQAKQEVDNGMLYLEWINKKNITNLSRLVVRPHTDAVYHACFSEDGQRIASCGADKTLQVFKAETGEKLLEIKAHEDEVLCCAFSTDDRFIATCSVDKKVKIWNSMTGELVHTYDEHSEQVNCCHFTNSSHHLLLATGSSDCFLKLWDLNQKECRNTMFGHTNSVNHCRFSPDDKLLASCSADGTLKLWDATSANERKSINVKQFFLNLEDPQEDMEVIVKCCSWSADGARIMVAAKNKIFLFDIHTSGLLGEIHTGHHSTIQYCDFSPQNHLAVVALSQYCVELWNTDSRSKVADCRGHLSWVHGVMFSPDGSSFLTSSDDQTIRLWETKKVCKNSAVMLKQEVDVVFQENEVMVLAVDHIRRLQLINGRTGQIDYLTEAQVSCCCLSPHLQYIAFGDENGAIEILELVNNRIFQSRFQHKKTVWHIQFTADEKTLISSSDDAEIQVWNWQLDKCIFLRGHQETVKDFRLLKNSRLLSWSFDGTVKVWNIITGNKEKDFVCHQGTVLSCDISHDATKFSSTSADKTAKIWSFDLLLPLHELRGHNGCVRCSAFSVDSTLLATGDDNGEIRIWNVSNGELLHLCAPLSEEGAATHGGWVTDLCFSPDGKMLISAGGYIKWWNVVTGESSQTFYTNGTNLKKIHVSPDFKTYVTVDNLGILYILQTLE
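System – cell-free apoptosome with Apaf-1, procaspase-3 and caspase-9 · Buffer or medium – pH 7.5 Hepes buffer with CHAPS, BSA, DTT · Also added – cytochrome c with DEVD-Rh110 · Times – 30 min compound preincubation, 50 min activation, room temperature · Technique – Rh110 fluorescence intensity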
SENP6 block: SENP6 protease inhibitors, primary screen, biochemical, luminescence, uHTS; Sentrin-specific protease 6 (Homo sapiens), Q9GZR1; actives 1.8% (n = 330,000); AID 2599, 2010; Recombinant SENP6 catalytic domain, aminoluciferin luminescence; inhibition, % at 10 µM;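 active means inhibition above about 50% at the single tested dose, limit read from the data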;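 further: plate controls were DMSO wells with enzyme for no effect and DMSO wells lacking enzyme for full effect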
SENP8 block-1: human SENP8 protease inhibitors, primary screen, biochemical, fluorescence, Nedd8 protein substrate, uHTS; recombinant SENP8; inhibition, % at 20 µM; actives 0.64% (n = 360,000); AID 602440, 2012; in the data active means inhibition mostly above about 40%, no sharp cut-off; inactive means mostly below about 27%
PfGluPho inh: PfG6PD enzyme inhibitors, primary screen, biochemical, fluorescence intensity, uHTS. PfGluPho enzyme, NADPH resazurin-diaphorase fluorescence. inhibition, % at 20 µM. actives 0.78% (n = 350,000);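 active means inhibition reaching at least a set limit at 20 µM in the primary screen, cut at about 59% in these data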;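 further: 0% = DMSO wells with substrate and 100% = DMSO wells lacking glucose-6-phosphate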
HKDC1 inhibitor: HKDC1 hexokinase inhibitors, primary screen, biochemical, fluorescence, uHTS. recombinant HKDC1, G6PDH/diaphorase resazurin coupled fluorescence. Q2TB90. AID 493160, 2011. actives 0.16% (n = 340,000). inhibition, % at 20 µM;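 active means inhibition above about 35% when tested at 20 µM, limit read from the data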;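 further: plate controls were DMSO wells with enzyme for no effect and DMSO wells lacking enzyme for full effect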
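System: Recombinant HKDC1 hexokinase | Amount: HKDC1 at 5 µg/mL | Reagent: Glucose with 1 mM ATP | Doses: Single 20 µM dose | Incubation: Reaction time 90 min, room temperature, protected from light | Signal: Coupled resazurin fluorescence, excitation 525 nm, emission 613 nm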
SENP1 FRET inh: human SENP1 catalytic domain inhibitors, primary screen, biochemical, FRET, uHTS; Sentrin-specific protease 1 (Homo sapiens), Q9P0U3; recombinant SENP1 catalytic domain, CyPet-SUMO1-YPet FRET cleavage; inhibition, % at 10 µM; actives 0.21% (n = 360,000);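 active means inhibition at least 30% at 10 µM, raw YFP signal under a set limit, fluorescence ratio 0.5 to 1.5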;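 further: 0% = enzyme with DMSO and 100% = no enzyme wells; some results filed as inactive read as strong as hits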
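Test system: hSENP1 catalytic domain, recombinant; Amount: 20 pM final SENP1 enzyme; Medium: Tris pH 8 buffer plus EDTA, NaCl, BME, BSA, NP40, catalase; Schedule: 50 min enzyme reaction, room temperature, light-protected; Technique: FRET fluorescence in CFP and YFP emission channels; Controls: no-enzyme wells low, DMSO-plus-enzyme wells high control.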
SENP7 block: SENP7 protease inhibitors, primary screen, biochemical, luminescence, uHTS; Sentrin-specific protease 7 (Homo sapiens), Q9BQF6; recombinant SENP7, Z-RLRGG-aminoluciferin luminescence, 40 min; inhibition, % at 5 µM; actives 1.5% (n = 330,000);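 active means inhibition above about 50% at the single test dose, limit read from the data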;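 further: plate controls were DMSO with enzyme for no effect and no enzyme buffer wells for full effect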
SENP8 block-2: SENP8 protease inhibitors, primary screen, biochemical, luminescence; Sentrin-specific protease 8 (Homo sapiens), Q96LD8; AID 2540, 2010; actives 1.2% (n = 330,000); purified SENP8, Z-RLRGG-aminoluciferin cleavage; inhibition, % at 10 µM; in the data active means inhibition above about 50%
* marks the source's active call; other numbers are inactive results; / = no result given. Rows were taken by chance, and some 3.6% of all compounds hit somewhere here.

SMILES | Apaf1 inhib | SENP6 block | SENP8 block-1 | PfGluPho inh | HKDC1 inhibitor | SENP1 FRET inh | SENP7 block | SENP8 block-2
O=C(O)CS(=O)(=O)CC(=O)NCc1cccc(C(F)(F)F)c1 | 1 | 12 | 4 | -7 | 4 | 0 | 1 | 2
COc1cccc(COCC(O)Cn2cnc3cc(C)c(C)cc32)c1 (stereo unspecified) | -5 | 21 | 7 | 17 | 1 | 0 | -4 | 4
Cc1ccc(N2CC(C(=O)Nc3c(C)n(C)n(-c4ccccc4)c3=O)CC2=O)cc1 (stereo unspecified) | -15 | -8 | 22 | 2 | -5 | 3 | -2 | 4
COC(=O)c1ccc(O)c(Sc2cc(C(=O)OC)ccc2O)c1 | -5 | -12 | 29 | 14 | 0 | 4 | -1 | -3
CCOC(=O)NC(C(F)(F)F)(C(F)(F)F)P(=O)(c1ccccc1)c1ccccc1 | -4 | 11 | 28 | -15 | 4 | 2 | -2 | -6
COc1ccccc1-c1ccc(SCc2ccc(F)cc2)nn1 | 14 | -43 | 16 | 11 | -4 | 0 | -5 | -11
Cc1ccc(C(=O)Nc2ccc(S(=O)(=O)Nc3cnc4ccccc4n3)cc2)cc1 | 11 | -14 | -319 | -25 | 8 | -5 | 2 | 4
CCNNC(=O)C(O)(c1cccc(C)c1)c1cccc(C)c1 | -11 | -5 | 20 | -7 | -5 | 2 | -7 | 0
COCCNC(=O)c1ccccc1NC(=O)c1ccc(Cl)c(S(=O)(=O)Nc2ccc(C)cc2C)c1 | -3 | 3 | -1 | -18 | -6 | 1 | -10 | -6
O=C(CCCCCNC(=S)Nc1ccc(Cl)cc1)C[N+](=O)[O-] | 7 | -15 | 15 | 3 | -11 | 3 | 2 | 1
COC(=O)CN(Cc1ccco1)S(=O)(=O)c1ccccc1 | 1 | 1 | 12 | 4 | -1 | -4 | 17 | 5
CC1CCN(C(=O)c2ccc(S(=O)(=O)Cc3cccc(F)c3)c([N+](=O)[O-])c2)CC1 | -2 | 7 | 12 | 18 | -4 | 1 | 1 | 3
COc1ccccc1C(=O)C1CCCN(C(=O)c2ccc(C(C)=O)s2)C1 (stereo unspecified) | -1 | 9 | 6 | -8 | -1 | 2 | 4 | 2
NC(=O)c1ccc(NC(=O)C2CC2)cc1 | -9 | 3 | 37 | -9 | -5 | 3 | 2 | -4
Cc1cc(C)nc(SCC(=O)Nc2ncc3c(n2)CC(C)(C)CC3=O)n1 | -8 | 6 | 11 | 3 | -13 | -1 | 0 | 1
CCOC(=O)c1ccccc1NC(=O)CSc1nc2ccccc2n1CC(=O)N1CCCC1 | -4 | -13 | 18 | -4 | -7 | 1 | -2 | -7
O=C(CSc1ncnc2sccc12)Nc1ccc(S(=O)(=O)N2CCOCC2)cc1 | -1 | -6 | -10 | 28 | 5 | -12 | -2 | 12
Cc1csc(N2CCCC2c2nc3cc(C(F)(F)F)ccc3n2CCOCCO)n1 (stereo unspecified) | 17 | -3 | 12 | 6 | 4 | 3 | 6 | 1
CCn1c(=O)c(=O)[nH]c2cc(C(=O)NCC3CCCCC3)ccc21 | 2 | 3 | -162 | 4 | -4 | -6 | 7 | -1
Cc1ccc2c(c1)N(CC(=O)N1CCOCC1)C(=O)CO2 | -1 | 10 | -4 | -12 | -7 | 4 | 10 | 1
CCc1nnc(NS(=O)(=O)c2ccc(N/C=C\C(=O)c3ccc(F)cc3)cc2)s1 | 13 | -3 | -288 | -19 | 12 | -87 | 3 | -6
CC(C)OC(=O)CSc1nnc2c3ccccc3n(C)c2n1 | 8 | -5 | 12 | 9 | 0 | 1 | 0 | 2
N/C(=N\OC(=O)Cc1ccccc1[N+](=O)[O-])c1cccnc1 | -7 | 20 | 12 | -3 | 0 | 6 | -6 | 0
CCc1noc(C)c1C(=O)OCC(=O)NC(=O)c1ccccc1 | -1 | 0 | 6 | 11 | -3 | -1 | -4 | -4
O=C(OCCN=C1NS(=O)(=O)c2ccccc21)C1CC(=O)N(c2ccc3ccccc3c2)C1 (stereo unspecified) | 4 | -16 | 21 | 1 | -5 | 0 | -9 | 0
Cc1ccc(N(CC(=O)NCCSc2ccccn2)S(C)(=O)=O)cc1 | 9 | -17 | 10 | 4 | -10 | -26 | -5 | -7
CCOC(=O)Nc1ccc([N+](=O)[O-])cc1OC | -12 | 4 | 12 | 19 | 2 | 0 | 1 | -7
CCn1c(C)nc2cc(-c3nc4n(n3)Cc3ccccc3-4)ccc21 | 4 | 96* | -6 | 16 | 2 | -3 | 100* | 96*
Cc1cccc(C(=O)N2CCCC(N3CCN(c4ccccc4)CC3)C2)n1 (stereo unspecified) | -1 | 0 | 5 | -2 | -5 | 0 | -2 | 1
CCOc1cccc2cc(C(=O)NCc3ccc(Cl)cc3)c(=N)oc12 | 32 | -13 | -30 | 13 | -3 | 2 | -10 | 0

Another view of some results above.
SMILES,Apaf1 inhib,SENP6 block,SENP8 block-1,PfGluPho inh,HKDC1 inhibitor,SENP1 FRET inh,SENP7 block,SENP8 block-2
COC(=O)CN(Cc1ccco1)S(=O)(=O)c1ccccc1,1,1,12,4,-1,-4,17,5
N/C(=N\OC(=O)Cc1ccccc1[N+](=O)[O-])c1cccnc1,-7,20,12,-3,0,6,-6,0
CC1CCN(C(=O)c2ccc(S(=O)(=O)Cc3cccc(F)c3)c([N+](=O)[O-])c2)CC1,-2,7,12,18,-4,1,1,3

Other compounds
SMILES | Apaf1 inhib | SENP6 block | SENP8 block-1 | PfGluPho inh | HKDC1 inhibitor | SENP1 FRET inh | SENP7 block | SENP8 block-2
O=C(O)c1ccc(NCc2cccc(Br)c2)cc1 | 1 | 39 | 10 | -26 | -6 | 3 | -1 | 7
CC1=CC(C)(C)n2c(O)c(N=NC(N)=S)c3cccc1c32 | 9 | -7 | 32 | 7 | -14 | -6 | 11 | 0
COCCn1c(Sc2nc(C)cs2)nc2c1c(=O)[nH]c(=O)n2C | / | / | 13 | -1 | -3 | 1 | / | /
CC(C)(C)c1[nH]nc2c1C(Cc1ccccc1)C(C#N)=C(N)O2 (stereo unspecified) | 3 | 8 | 7 | 4 | -2 | 1 | 5 | 10
COc1cc(/C=N/NC(=O)c2cc(-c3ccccc3OC(C)C)nc3ccccc23)ccc1O | 1 | -10 | -19 | 10 | 5 | 2 | 0 | -10
CCOc1ccccc1NC(=O)C(CC(C)C)NC(=O)C1CCC(C)CC1 (stereo unspecified) | -1 | -6 | 21 | -7 | -3 | 2 | 0 | 5
CC(C)Cn1cc(C(=O)NCCCN2CCCC2=O)c2c3ccccc3n(C)c2c1=O | -18 | 13 | -269 | 0 | -1 | -39 | 1 | 5
COc1ccc(CN(Cc2ccc(OC)cc2)C(=O)c2cccs2)cc1 | 17 | -31 | 10 | -26 | 2 | -2 | -11 | 3
CCNC(=S)NNC(=O)c1cccn(Cc2ccc(Cl)cc2Cl)c1=O | 8 | -28 | -264 | 8 | 0 | 1 | -6 | -8
Cc1c(O)cc2n(c1=O)-c1ccccc1C2(C)C | -3 | 6 | 13 | -4 | 6 | 3 | 4 | -4
COc1cc(O)c2c(c1)OC(c1ccc(O)cc1)CC2=O (stereo unspecified) | -6 | -9 | 74* | 7 | 2 | -3 | 0 | 6
COc1ccccc1N(CC(=O)N(C)Cc1ccccc1)S(=O)(=O)c1cccs1 | 1 | 0 | 9 | 1 | -4 | 1 | 1 | 7
C/C(=N/NC(=O)CNC(=O)C1COc2ccccc2O1)c1ccc2c(c1)OCCO2 (stereo unspecified) | 5 | 5 | 7 | -16 | -8 | -1 | 7 | -2
CC(=O)NC(Cc1ccc(F)cc1)C(=O)N1CCN(C(=O)NCc2ccccc2)CC1 (stereo unspecified) | -12 | 11 | 10 | 1 | -12 | 2 | 3 | 3
O=C(N/N=C/c1ccc(F)cc1)c1sccc1OCc1ccc(F)cc1 | 24 | -4 | 33 | 22 | 8 | 0 | 5 | -7
CCCNC(=O)c1ccc(N2CCC3(CC2)CC(c2cccc(Br)c2)=NO3)c(NC(=O)c2cccc(OC)c2)c1 | 14 | 1 | 3 | 13 | -4 | 0 | -3 | 7
O=C(NNC(=S)NC(=O)c1cccc([N+](=O)[O-])c1)c1ccc(Br)cc1 | 19 | 4 | 23 | -43 | -7 | 3 | 0 | -5
CC(=O)NC(Cc1ccccc1)C(=O)OCC(=O)c1ccc(Cl)cc1 (stereo unspecified) | 7 | -7 | 17 | -2 | 10 | 4 | 4 | -2
CCOCCn1ccc2c(OCC(=O)Nc3ccccc3F)cccc2c1=O | 11 | 0 | -107 | 0 | 0 | 2 | -4 | 1
Cc1cc(NC(=O)CSc2nc3c(sc4ccccc43)c(=O)n2CCc2ccccc2)n[nH]1 | 0 | 1 | 8 | -2 | -2 | 1 | -2 | 3
Cc1nnc(NC2=NCCCCC2)o1 | -3 | 5 | 18 | -1 | -4 | 2 | 1 | -10
CCNC(=O)CCS(=O)(=O)c1ccc2ccccc2c1 | -9 | -7 | 16 | 30 | -3 | 3 | -3 | 0
Cc1ccc(Oc2ccc(S(=O)(=O)N3CCOCC3)cc2C(N)=O)c(-n2nc3ccccc3n2)c1 | 8 | -4 | -217 | 7 | 7 | 1 | 10 | -7
CCOc1ccc(S(=O)(=O)NCCSc2ccccc2)cc1 | 7 | -22 | 11 | 0 | -1 | 0 | -10 | -15
O=C(O)C/C(=C\c1cc(Cl)c2c(c1)OCO2)c1nc2ccccc2s1 | 15 | -11 | -278 | -25 | 6 | 40 | 10 | -2
CCNC(=S)NNC(=O)c1cc(CC(C)C)nc2ccccc12 | -10 | -11 | -36 | 5 | -9 | 3 | 3 | 3
O=C(CC1NCCNC1=O)Nc1ccc2c(c1)OCO2 (stereo unspecified) | -2 | 18 | 8 | -4 | -5 | -4 | 8 | 1
COc1cc(C(=O)N/C(=C\c2cn(C)c3ccccc23)C(=O)N2CCOCC2)cc(OC)c1OC | 8 | -12 | 20 | -17 | -18 | -6 | 22 | -4
CC(C)CC(=O)CC1(O)C(=O)Nc2ccccc21 (stereo unspecified) | -6 | -4 | 7 | -3 | -9 | 0 | -3 | -1
CN(C)c1ccc(/C=C(/NC(=O)c2ccccc2)C(=O)N/N=C/c2ccc([N+](=O)[O-])c(O)c2)cc1 | 15 | -1 | 24 | -7 | -1 | -12 | -5 | -12
COc1ccc(C2=CC(c3ccc(F)cc3)n3nnnc3N2)cc1 (stereo unspecified) | 8 | 6 | -274 | -1 | 7 | -26 | -2 | 4

Arranged by the number under PfGluPho inh (falling): three of the compounds above.
molecule | SENP6 block | SENP8 block-1 | PfGluPho inh | HKDC1 inhibitor | SENP1 FRET inh | SENP7 block
CCCNC(=O)c1ccc(N2CCC3(CC2)CC(c2cccc(Br)c2)=NO3)c(NC(=O)c2cccc(OC)c2)c1 | 1 | 3 | 13 | -4 | 0 | -3
CC(=O)NC(Cc1ccccc1)C(=O)OCC(=O)c1ccc(Cl)cc1 (stereo unspecified) | -7 | 17 | -2 | 10 | 4 | 4
O=C(O)C/C(=C\c1cc(Cl)c2c(c1)OCO2)c1nc2ccccc2s1 | -11 | -278 | -25 | 6 | 40 | 10

Source: PubChem BioAssay (Sanford-Burnham Center for Chemical Genomics)
